# Vif-A3G inh – inhibitors of Vif-APOBEC3G interaction; Q9HC16; HeLa A3G-eYFP + Vif (tagged APOBEC3G with the HIV-1 protein that degrades it), YFP fluorescence, overnight; Potency, µM (series often up to 46.1 µM), inactives show top-dose activity, negative = active, actives largely listed as inhibitors; 410,000 compounds, 0.076% hits; AID 602310;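 also: % is scaled to controls: 0 for no effect and ±100 for the full control effect; nearly all actives have a fitted effect of over 60% in size; hits raise eYFP signal because A3G escapes Vif-driven loss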
#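 Read-out is eYFP fluorescence (Ex 488/Em 500-530) from Vif-expressing HeLa A3G-eYFP cells; more signal means A3G escaped Vif-mediated degradation. Cells plated overnight, compound pinned in, incubated overnight at 37 deg C.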
# Vif-APOBEC3F blk – inhibitors of Vif-A3F interaction; HeLa A3F-eYFP + Vif (tagged APOBEC3F with the HIV-1 protein that degrades it), YFP fluorescence increase; Potency, µM (doses to about 46.1 µM), for inactives: at the top dose activity, negative = active; 390,000 compounds, 0.2% hits; also: % of control where 0% means no effect; nearly all actives have a fitted effect of over 65% in size
#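 HeLa cells stably expressing Vif plus C-terminally eYFP-tagged A3F were seeded, incubated overnight at 37 deg C, dosed with compound, incubated overnight again at 37 deg C. Yellow fluorescence (Ex 488/Em 500-530) reported blocked Vif-mediated A3F-eYFP degradation.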
# USP1 inh – USP1/UAF1 (human) deubiquitinase inhibition; AID 743255; recombinant USP1/UAF1, Ub-Rhodamine cleavage fluorescence; 390,000 compounds, 0.23% hits; O94782; Potency, µM (highest dose often 57.1 µM), without a hit: at the highest dose activity change, negative = inhibition, hits mostly inhibitors; also: % is scaled to controls: 0 for no effect and ±100 for the full control effect; nearly all actives have a fitted effect of over 60% in size; inactives centre near -12
#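 Step one: compound is pinned into 1nM USP1/UAF1 in HEPES pH 7.8 buffer with TCEP. Step two: 15 min room-temperature incubation. Step three: Ub-Rho (150nM final) starts cleavage, tracked by fluorescence over six one-minute reads.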
# 12-LOX inh – inhibitors of human 12S-lipoxygenase ALOX12 | P18054 | purified 12hLO, xylenol orange hydroperoxide absorbance | Potency, µM (doses to about 108 µM), without a hit: top-dose activity change, negative = inhibition, actives largely listed as inhibitors | 580,000 compounds, 1.1% hits; also: % is scaled to controls: 0 for no effect and ±100 for the full control effect
# Target sequence (P18054 whole entry, looked up): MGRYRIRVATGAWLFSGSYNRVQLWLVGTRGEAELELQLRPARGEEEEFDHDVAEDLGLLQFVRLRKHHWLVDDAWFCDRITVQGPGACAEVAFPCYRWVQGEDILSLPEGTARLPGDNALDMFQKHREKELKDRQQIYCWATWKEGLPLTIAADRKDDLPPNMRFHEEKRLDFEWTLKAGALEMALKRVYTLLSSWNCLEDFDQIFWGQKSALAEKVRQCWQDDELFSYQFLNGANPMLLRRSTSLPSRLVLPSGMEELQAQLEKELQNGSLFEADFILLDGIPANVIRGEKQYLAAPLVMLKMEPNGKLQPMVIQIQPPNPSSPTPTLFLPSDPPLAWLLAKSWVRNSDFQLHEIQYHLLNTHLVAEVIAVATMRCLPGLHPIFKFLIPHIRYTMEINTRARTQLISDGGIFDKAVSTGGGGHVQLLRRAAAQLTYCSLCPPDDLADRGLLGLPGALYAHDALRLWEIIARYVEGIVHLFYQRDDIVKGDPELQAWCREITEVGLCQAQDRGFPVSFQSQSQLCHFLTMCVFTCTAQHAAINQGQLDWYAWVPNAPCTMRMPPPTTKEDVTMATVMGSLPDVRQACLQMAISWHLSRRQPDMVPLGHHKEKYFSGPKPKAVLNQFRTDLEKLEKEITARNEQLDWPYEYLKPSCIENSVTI
#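 Purified human 12hLO (150 nM final) in 25 mM Hepes, 0.01% Triton X-100, pH 7.0 was preincubated 15 min at room temperature with compound. Then 40 uM arachidonic acid was added, 30 min. Hydroperoxide was read by Fe-XO absorbance ratio 573/405 nm.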
# TrxR1 inh – blocks rat thioredoxin reductase 1; O89049; recombinant rTrxR1, NADPH fluorescence consumption, selenite substrate; Potency, µM (doses to about 114 µM), for inactives: at the highest dose activity change, negative = inhibition, hits mostly inhibitors; 390,000 compounds, 1% hits; AID 588453; also: % is scaled to controls: 0 for no effect and ±100 for the full control effect; nearly all actives have a fitted effect of over 65% in size
#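 Rat TrxR1 (90 nM in the dispensed reagent) was pre-reduced with 400 uM NADPH for 5 min at room temperature, then incubated with compound for 15 min. After 400 uM selenite was added, NADPH fluorescence (Ex 340/Em 450 nm) was followed for 8 min.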
# RXFP1 ag – agonists of human relaxin receptor RXFP1; Q9HBX9; HEK293T-RXFP1 cAMP TR-FRET, 30 min; response scale: percent of porcine relaxin response, buffer zero; Potency, µM (doses to about 57.5 µM), without a hit: top-dose activation, hits mostly activators; 370,000 compounds, 0.3% hits; AID 2676; also: % is scaled to controls: 0 for no effect and ±100 for the full control effect; nearly all actives have a fitted effect of over 60% in size; many of its hits are not listed in these tables
#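 Agonist response is measured as cAMP accumulation in an RXFP1-transfected HEK293T line under PDE4 inhibition. Values are scaled between buffer-only and 29 nM porcine relaxin, and EC50s come from standard Hill equation fits.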
# TrxR1 substrate – is turned over as a substrate by rat TrxR1; O89049; purified TrxR1 substrate turnover, NADPH consumption readout; Potency, µM (highest dose often 114 µM), for inactives: at the top dose activity change, negative = substrate turnover; 390,000 compounds, 0.01% hits; also: % is scaled to controls: 0 for no effect and ±100 for the full control effect; nearly all actives have a fitted effect of over 50% in size
#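 Rat TrxR1, dispensed at 90 nM, was prereduced with 400 uM NADPH (final) for 5 min at ~22 deg C, then incubated with compound 15 min before 400 uM selenite. A first-read NADPH fluorescence drop versus no-compound background flagged substrates.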
# RGS4 inh – human RGS4 inhibition; P49798; 390,000 compounds, 0.039% hits; Potency, µM (top dose mostly 114 µM), without a hit: top-dose activity change, negative = inhibition, most hits filed as inhibitors; Transcreener GDP fluorescence polarization, RGS4-accelerated GTP hydrolysis; also: % is scaled to controls: 0 for no effect and ±100 for the full control effect; nearly all actives have a fitted effect of over 75% in size; some results filed as inactive show a strong effect at the top dose
# Target sequence (P49798 whole entry, looked up): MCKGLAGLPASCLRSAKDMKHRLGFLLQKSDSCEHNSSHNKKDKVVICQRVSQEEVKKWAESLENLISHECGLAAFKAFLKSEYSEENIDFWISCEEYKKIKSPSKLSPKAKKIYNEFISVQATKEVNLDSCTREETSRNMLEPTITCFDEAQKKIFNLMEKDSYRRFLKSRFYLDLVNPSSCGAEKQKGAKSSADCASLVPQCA
#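 MLSMR compounds (23 nl, pin-transferred) preincubated 10 min at room temperature with a 500nM (2x) first reagent, then RGS4 at 900nM (2x) plus Transcreener GDP mix added; fluorescence polarization (620/688 nm) read before and after 90 min at 30 °C.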
# IDH1 R132H inh – human IDH1 R132H inhibition; AID 602179; 390,000 compounds, 0.093% hits; IDH1-R132H enzyme, NADPH consumption, diaphorase/resazurin fluorescence; Potency, µM (highest dose often 76.6 µM), for the others: top-dose activity change, negative = inhibition, hits mostly inhibitors; O75874; also: % is scaled to controls: 0 for no effect and ±100 for the full control effect; nearly all actives have a fitted effect of over 65% in size
#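 IDH1-R132H (0.5 ug/mL dispensed) in pH 7.5 Tris buffer was preincubated 30 min with compound, then given a substrate mix of 0.016 mM NADPH and 2 mM alpha-KG for 80 min at room temperature; remaining NADPH was read by diaphorase/resazurin fluorescence.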
# * marks the source's active call; other numbers are inactive results; ? = inconclusive; . = no result given; & = joins results of further samples; [ ] = remark or other dose. Calls follow the shape of the dose curve; as a rule, active = well fitted curve in the direction sought with a large enough effect; inconclusive = small, poorly fitted or top-dose-only effect, or another doubt; inactive = no such curve, though single readings can be large; an effect the other way counts as inactive or inconclusive. Potency is read from the fitted curve at half-maximal effect. A portion of the library (hit frequency here may not be typical).
[1] COc1ccccc1C(CNC(=O)c1ccc(NS(=O)(=O)c2ccc(C(C)=O)cc2)cc1)N1CCCC1 (stereo not drawn)
[2] COc1ccc(C2NC(=O)NC(C)=C2C(=O)OC2CCCC(C)C2)cc1 (stereo not drawn)
[3] Cc1ccc2nc(-c3ccccc3)nn2c1
[4] NC(=NCc1ccco1)NC(=O)c1ccccc1
[5] O=C1C=C(c2ccc(-c3ccccc3)c(F)c2)C[C@@H](c2ccc(Cl)cc2)C1
[6] CCn1c(SCC(=O)N2CCc3ccccc32)nnc1-c1c[nH]c2ccccc12
[7] CCOc1ccc(N2CC(NC(=O)/C=C\c3ccc4c(c3)OCO4)CC2=O)cc1 (stereo not drawn)
[8] CCOc1ccc(NC(=O)CN(C)C(=O)CCCc2nc3ccccc3c(=O)[nH]2)cc1OCC
[9] O=C(NCCCNC(=O)C(F)(F)C(F)F)C(F)(F)C(F)F
[10] Cc1ccccc1C(=O)N1CCC(C(=O)NCCc2ccc(S(N)(=O)=O)cc2)CC1
Assay by compound	1	2	3	4	5	6	7	8	9	10
Vif-A3G inh	-13%	-3%	-4%	1%	1%	0%	3%	-7%	2%	0%
Vif-APOBEC3F blk	-20%	1%	-1%	3%	-3%	8%	-8%	-12%	3%	13%
USP1 inh	-21%	-7%	-17%	-12%	9%	-16%	?	-17%	-19%	-23%
12-LOX inh	-2%	-3%	-6%	3%	1%	6%	?	-24%	-4%	5%
TrxR1 inh	9%	-1%[57.1 µM]	20%	30%	-2%	-9%	18%[57.1 µM]	3%	4%[57.1 µM]	6%
RXFP1 ag	.	-0.1%	.	-0.1%	0.1%	-0.1%	2.9%	2.3%	-0.6%	-0.1%
TrxR1 substrate	7%	0%[57.1 µM]	2%	0%	-9%	-6%	9%[57.1 µM]	-2%	7%[57.1 µM]	5%
RGS4 inh	-19%	-5%	11%	-43%	2%	-7%	-8%	17%	-4%	3%
IDH1 R132H inh	15%	-3%	6%	5%	1%	16%	4%	0%	-1%	4%

[11] COc1cc(NC(=O)Nc2c(C)n(C)n(-c3ccccc3)c2=O)cc(OC)c1OC
[12] Cc1ccccc1NC1=NC(=S)N(CC(N)=O)C12CCOC(C)(C)C2 (stereo not drawn)
[13] O=[N+]([O-])c1cc(O)c2ncccc2c1
[14] CCC(=N\NC(=O)COc1ccccc1OC)/C(CC)=N/NC(=O)COc1ccccc1OC
[15] O=C(COc1ccc(Br)cc1)Nc1ccc2c(c1)C(=O)NC2=O
[16] COc1ccc(N2C(=O)c3ccccc3NC23CCC(C)CC3)cc1 (stereo not drawn)
[17] CC(=O)c1cccc(NC(=O)NC2CCCc3ccccc32)c1 (stereo not drawn)
[18] O=C(CCC1N=C2c3ccccc3N=C(SCc3ccc(F)cc3)N2C1=O)N1CCN(c2ccccc2)CC1 (stereo not drawn)
[19] Cc1ccc(C(=O)N2CCN(c3ccc(NC(=O)c4cccs4)cc3)CC2)cc1
[20] COc1ccc(CCn2c(O)c(C3=c4ccccc4=NC3=O)sc2=S)cc1OC
Assay by compound	11	12	13	14	15	16	17	18	19	20
Vif-A3G inh	-7%	1%	11µM*	0%	1%	0%	-10%	-5%	-6%	1%
Vif-APOBEC3F blk	-11%	1%	-4%	11%	1%	-7%	-4%	3%	-18%	-2%
USP1 inh	-25%	-26%	-22%	3%	-19%	5%	-1%	-5%	1%	-9%
12-LOX inh	80%[activator]	?	?	205%[activator]	-2%	3%	-9%	-10%	1%	0%
TrxR1 inh	16%	10%[11.4 µM]	-4%[57.1 µM]	9%	5%[57.1 µM]	4%	26%	1%	?	32%
RXFP1 ag	1.2%	0.6%	-1.0%	1.6%	0.0%	1.4%	0.3%	7.7%	-1.9%	0.2%
TrxR1 substrate	7%	-5%	-2%[57.1 µM]	-1%	10%[57.1 µM]	3%	-1%	-7%	-17%	-1%
RGS4 inh	17%	-15%	13%	17%	-13%	-5%	25%	17%	-20%	6%
IDH1 R132H inh	8%	-2%	18%	-10%	0%	-3%	6%	13%	-1%	-2%

[21] CCC(=O)N1c2ccc(C)cc2C2=NNC(=S)NC21O (stereo not drawn)
[22] O=S(=O)(c1ccc(C2CCCCC2)cc1)N1CCCC1
[23] C[C@@H]1CN([C@H](C)CO)C(=O)c2cccc(NC(=O)Nc3ccc(F)cc3)c2O[C@H]1CN(C)C(=O)Nc1ccc(C(F)(F)F)cc1
[24] O=C(/C=C/c1ccc(F)cc1)N1CCN(c2ncccn2)CC1
[25] COc1ccc(/C=C/C(=O)Nc2ccc3nc(N4CCCCC4)cc(C)c3c2)cc1OC
[26] O=C1CCN(Cc2ccccc2)CCN1CCSc1ccccc1
[27] N#CCCn1cc(C(=O)Nc2ccccc2Br)c(-c2cc3ccccc3o2)n1
[28] Cc1cccc2cc(CN(CC3CCCO3)C(=S)Nc3ccccc3)c(=O)[nH]c12 (stereo not drawn)
[29] COc1ccc(S(=O)(=O)Nc2ccc3c(c2)C(=O)N([C@H](C)CO)C[C@H](C)[C@@H](CN(C)C(=O)NC2CCCCC2)O3)cc1
[30] C/C(CC(=O)Nc1cc(C)ccn1)=N\NC(=O)c1cccc(C)c1
Assay by compound	21	22	23	24	25	26	27	28	29	30
Vif-A3G inh	-1%	1%	-11%	0%	-2%	0%&2%	-6%	-4%	5%	0%
Vif-APOBEC3F blk	-4%	-2%	-5%	5%	5%	1%	7%	-3%	9%	2%
USP1 inh	-16%	-5%	-25%	-4%	-18%	-16%	-19%	-4%	-12%	-11%
12-LOX inh	-10%	0%	22%	-2%	3%	-6%	-24%	10%	-12%	6%
TrxR1 inh	-1%	17%	-11%[57.1 µM]	16%[57.1 µM]	9%	-6%[57.1 µM]	18%	0%	3%[57.1 µM]	20%
RXFP1 ag	3.0%	1.8%	.	3.6%	1.9%	0.5%	2.0%	-0.1%	.	0.4%
TrxR1 substrate	-5%	9%	-1%[57.1 µM]	4%	-5%	7%[57.1 µM]	13%	0%	4%[57.1 µM]	9%
RGS4 inh	5%	12%	-15%	27%	-44%	8%	-15%	22%	-12%	3%
IDH1 R132H inh	4%	5%	-4%	8%	7%	-1%	3%	4%	-7%	1%

# Quoted at random: two entries already listed
[22] O=S(=O)(c1ccc(C2CCCCC2)cc1)N1CCCC1
[21] CCC(=O)N1c2ccc(C)cc2C2=NNC(=S)NC21O (stereo not drawn)
Assay by compound	22	21
Vif-A3G inh	1%	-1%
Vif-APOBEC3F blk	-2%	-4%
USP1 inh	-5%	-16%
12-LOX inh	0%	-10%
TrxR1 inh	17%	-1%
RXFP1 ag	1.8%	3.0%
TrxR1 substrate	9%	-5%
RGS4 inh	12%	5%
IDH1 R132H inh	5%	4%

# Continuation.
[31] Cc1ccc(C(=O)CSc2nc3c([nH]2)c(=O)n(C)c(=O)n3C)cc1
[32] COC(=O)c1ccc(COC(=O)CCC(=O)c2cccs2)cc1
[33] COc1ccc(/C=N/NC(=O)CCn2cnc(-c3ccccc3)c2-c2ccccc2)cc1
[34] COC(=O)C1=C(C)NC(=O)NC1c1ccc(OC(=O)c2ccco2)cc1 (stereo not drawn)
[35] COc1cc(OC)cc(C(=O)NCCNC(=O)c2ccccn2)c1
[36] O=C1N[C@@H](Cc2c[nH]c3ccccc23)COC(=O)[C@H](Cc2ccc(F)cc2)C/C=C\C[C@@H]1CC(=O)N(CCO)Cc1ccccc1
[37] O=C(NN=C(Cc1ccccc1)Cc1ccccc1)c1ccccc1F
[38] O=C(COc1ccccc1F)Nc1ccc(S(=O)(=O)Nc2nccs2)cc1
[39] O=C(c1cc(-c2cccs2)on1)N1CCCc2ccccc21
[40] O=C(Nc1ccc2c(c1)C(=O)NC2=O)c1ccccc1
Assay by compound	31	32	33	34	35	36	37	38	39	40
Vif-A3G inh	1%	-3%	?	1%	-1%	-9%	0%	2%	-3%	0%
Vif-APOBEC3F blk	-7%	-4%	-10%	1%	15%	-3%	1%	-7%	6%	4%
USP1 inh	-19%	8%	-15%	3%	-16%	-29%	-7%	-18%	-24%	2%
12-LOX inh	10%&4%	-5%	3%	13%	-16%	-9%	23%	?	-6%	-10%
TrxR1 inh	21%	17%[57.1 µM]	4%	14%[57.1 µM]	26%	27%	19%[57.1 µM]	-9%	-5%	18%
RXFP1 ag	11%	0.3%	3.9%	-1.0%	0.7%	.	0.3%	-1.5%	-0.3%	4.6%
TrxR1 substrate	8%	-3%	-4%	7%	8%	2%	-10%	-11%	-4%	40%[activator]
RGS4 inh	-33%	8%	5%[11.4 µM]	-2%	-25%	-14%	-11%	11%	-19%	3%
IDH1 R132H inh	5%	1%	-8%	-4%	0%	-2%	-1%	-9%	-1%	14%

# Some of these compounds in order of the USP1 inh value, largest number first:
nr	smiles	USP1 inh
32	COC(=O)c1ccc(COC(=O)CCC(=O)c2cccs2)cc1	8%
37	O=C(NN=C(Cc1ccccc1)Cc1ccccc1)c1ccccc1F	-7%
38	O=C(COc1ccccc1F)Nc1ccc(S(=O)(=O)Nc2nccs2)cc1	-18%

# Bioassay records: PubChem BioAssay, National Center for Advancing Translational Sciences (NCATS)
